Screening data from PubChem BioAssay.
S2 tox – viability counter-screen for ATXN expression inhibitors | S2 cells (HEK-293 line with an ATXN2-luciferase reporter) viability, CellTiter-Fluor protease fluorescence, 24 h | Potency, µM (doses to about 56.7 µM), most hits filed as cytotoxic | 400,000 compounds, 0.49% hits | AID 651635; further: potency means the concentration at half of the fitted maximal effect; nearly all actives have a fitted effect of over 40% in size
HepG2 viability – kills HepG2 cells in TGF-b inhibitor counter-screen; HepG2 CAGA-GFP viability, ATP luminescence, 18 h; Potency, µM (top dose mostly 46.1 µM), inactives show at the highest dose activity change, negative = cytotoxicity, usual class: cytotoxic; 410,000 compounds, 0.76% hits; AID 588856; further: potency means the concentration at half of the fitted maximal effect; some results filed as inactive show a strong effect at the top dose
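HepG2 CAGA-GFP cells (1000/well, DMEM with 1% FBS) received compound, then TGF-beta at 500 pg/mL final, and were incubated 18 hours at 37 degrees C. Viability was read by CellTiter-Glo luminescence. Media-only wells were set as complete cell-killing and DMSO as no toxicity.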
pAkt inh – blocks phosphorylation of Akt. Neuro2A IGF-stimulated pAkt S473 HTRF, 20 min; active compounds read low. AID 651550. activity change, % for hits at 50 µM. 360,000 compounds, 0.32% hits; in the data active means activity change below about -80%; inconclusive means mostly about -51% to -80%; further: on the % scale 0 is the no-effect control and ±100 the full control effect
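Neuro2A cells (4,500/well, DMEM with 0.5% FBS) were treated with compound at a single 50 µM final concentration, stimulated with 6 nM IGF for 20 min at 37 °C, and lysed. Phospho-Akt Ser473 was read by HTRF as 665/615 ratio ×10^4.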
TGFb SMAD3 inh – inhibitors of TGF-b signaling | HepG2 CAGA-GFP TGF-b/SMAD3 reporter, GFP fluorescence, 18 h; TGF-beta stimulated, 500 pg/mL final | Potency, µM (doses to about 46.1 µM), for the others: at the highest dose activity, negative = inhibition, hits mostly inhibitors | 410,000 compounds, 1.2% hits | AID 588855; further: potency means the concentration at half of the fitted maximal effect; on the % scale 0 is the no-effect control and ±100 the full control effect; nearly all actives have a fitted effect of over 65% in size
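Read-out: total well GFP (ex488/em500-530) summed from mean per-cell fluorescence. Cells: HEPG2 CAGA-GFP, 1% FBS DMEM, 18 h at 37 degrees C with 500 pg/mL final TGF-beta. Unstimulated wells served as the full-inhibition control; stimulated DMSO wells = 0%.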
Nrf2 activator – Nrf2 pathway activation; 410,000 compounds, 0.31% hits; Potency, µM (highest dose often 46.1 µM), for inactives: at the top dose activation, usual class: activators; AREc32 ARE-luciferase reporter (MCF7-derived line), luminescence, 24 h; further: potency means the concentration at half of the fitted maximal effect; % of control where 0% means no effect; nearly all actives have a fitted effect of over 65% in size
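Reporter line AREc32 (ARE-Fluc), seeded overnight in OPTI-MEM with 5% FBS; compound pin-transferred, 24 hr at 37 deg C, 5% CO2; luminescent read-out.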
MmCpn inh – M. maripaludis TRiC chaperonin inhibition. purified Mm-Cpn ATPase, ADP Transcreener TR-FRET. Potency, µM (highest dose often 76.9 µM), inactives show at the top dose activity, negative = inhibition, hits mostly inhibitors. 330,000 compounds, 0.031% hits; further: potency means the concentration at half of the fitted maximal effect; on the % scale 0 is the no-effect control and ±100 the full control effect; nearly all actives have a fitted effect of over 80% in size
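Quantitative HTS used 25 nM Mm-CPN and 10 uM ATP in magnesium/KCl Tris buffer, pH 7.4, with 1 mM DTT. Hydrolysis ran 30 min at 37°C; ADP was read by HTRF.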
Nrf2 block – blocks Nrf2 signaling; A549 ARE-Fluc reporter, luciferase luminescence, 18-24 h; Potency, µM (top dose mostly 46 µM), without a hit: at the highest dose activity change, negative = inhibition, actives largely listed as inhibitors; 360,000 compounds, 2.1% hits; further: potency means the concentration at half of the fitted maximal effect; on the % scale 0 is the no-effect control and ±100 the full control effect; nearly all actives have a fitted effect of over 60% in size
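Cells were seeded and rested 2 h, then exposed to compounds for 18-24 h. CellTiter-Fluor was read first as a viability measure. BugLite was added 15 min before the final luminescent read of ARE-luciferase activity in A549 cells.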
CCT chaperon mod – modulators of cytosolic chaperonin (CCT/TRiC) activity; purified chaperonin ATPase assay, HTRF ADP detection, 30 min; activity change, % (test concentration not listed), hits read low; 360,000 compounds, 0.3% hits; AID 651819; in the data active means activity change below about -30%; further: on the % scale 0 is the no-effect control and ±100 the full control effect
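ATPase activity: ADP formed was measured by HTRF Transcreener (665/615 nm ratio) after 30 min at 37 deg C with 10 uM ATP. Compounds screened at one 76 uM concentration against 40 or 20 nM TRiC in Tris pH 7.4/KCl/MgCl2/DTT buffer.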
A549 tox – kills or reduces viability of A549 cells in Nrf2 counter-screen; Potency, µM (titrated, usually from 46 µM), inactives show at the highest dose activity change, negative = cytotoxicity, usual class: inhibitors; AID 504648; 390,000 compounds, 0.16% hits; A549 ARE-Fluc cells, CellTiter-Fluor viability, 18-24 h; further: potency means the concentration at half of the fitted maximal effect; on the % scale 0 is the no-effect control and ±100 the full control effect
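Cytotoxicity counterscreen: CellTiter-Fluor fluorescence was measured in A549 ARE_Fluc cells after 18-24 h of compound exposure in a concentration series. The subsequent BugLite luminescent read reports ARE-luciferase activity.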
Active calls of the source: *; i = inactive; ? = inconclusive; . = not tested or not shown; [ ] = another dose, or the depositor's remark. Unless noted, the call rests on the fitted dose curve; in most records, active means well fitted curve in the direction sought with a large enough effect; inconclusive means small, poorly fitted or top-dose-only effect, or another doubt; inactive means no such curve, though single readings can be large; an effect the other way counts as inactive or inconclusive. Rows are unselected; about 4.4% have a hit in one of these screens.

item	Molecule	MmCpn inh	S2 tox	Nrf2 activator	TGFb SMAD3 inh	pAkt inh	A549 tox	HepG2 viability	CCT chaperon mod	Nrf2 block
1	O=C(NCc1ccc2c(c1)OCO2)c1ccc(NS(=O)(=O)c2ccc3c(c2)OCCO3)cc1	1.7%	i	0.1%	5.0%	i	?	-8.4%	0.6	?
2	O=C(NC1CCN(S(=O)(=O)c2ccccc2)CC1)c1ccc(F)cc1	-1.8%	i	-0.4%	7.5%	i	13.5%	2.5%	-1.7	-10.0%
3	Cc1ccc(NC(=O)CSCC(=O)Nc2ccccc2C(=O)N2CCCCC2)cc1	0.8%	i	-0.3%	-8.8%	i	-0.9%	7.3%	-2.0	1.2%
4	C[C@H]1COC(=O)[C@H](CC(=O)OC(C)(C)C)C/C=C\C[C@@H](CC(=O)N[C@@H](CO)Cc2ccccc2)C(=O)N1	-2.6%	i	0.3%	-15.0%	i	-9.3%	-0.2%	-1.5	2.8%
5	O=C1NC[C@@H](CCCCN2C[C@H](Cc3ccc(O)cc3)N(CCc3ccccc3)C(=O)C2=O)N(CCc2ccccc2)C1=O	.	i	-0.6%	.	i	.	.	-0.7	.
6	COc1ccccc1CNC(=O)Nc1nc(C(N)CCc2ccccc2)cs1 (stereo unspecified)	.	.	-1.2%	?	i	.	12.6µM*	-1.6	.
7	CCCCn1c(N)c(N(CCOC)C(=O)C2CCN(C(=O)c3ccc(Cl)cc3)CC2)c(=O)[nH]c1=O	1.8%	i	1.7%	1.3%	i	1.4%	25.9%	4.3	0.2%
8	CC(C)NC(=O)NC(=O)COC(=O)c1ccc(NC(=O)CC#N)cc1	.	i	0.1%	-0.2%	i	-5.5%	-3.7%	-1.0	13.1%
9	O=C(CCSCc1ccccc1F)N1CCN(c2ccccn2)CC1	1.5%	i	-0.6%	-3.8%	i	7.0%	-30.3%	2.2	?
10	Cc1cc(SCC(=O)N2CCCC2=O)nc2c(C)cccc12	-2.8%	i	-0.7%	0.0%	i	-2.9%	-12.9%	-0.4	3.4%
11	CCOC(=O)c1cc(C)nc(Sc2ccc(C)cc2)c1C#N	-0.2%	i	0.4%	27.4%	i	7.7%	20.7%	-2.3	0.3%
12	O=C(O)CCC(=O)Nc1cccc2cccnc12	2.3%	i	2.8%	-0.8%	i	0.7%	1.9%	0.6	2.7%
13	O=C(Nc1ccn(Cc2c(F)c(F)c(F)c(F)c2F)n1)c1ccc(COc2ccccc2Cl)cc1	0.1%	i	0.3%	10.9%	i	-2.1%	-12.7%	-2.3	?
14	CCC(C)NC(=O)C1CCN(C(=O)c2ccccc2)CC1 (stereo unspecified)	0.9%	i	-0.7%	25.3%	i	6.3%	2.0%	-5.6	0.4%
15	Cc1ccc(S(=O)(=O)N2CCC(C(=O)NCc3cccnc3)CC2)cc1	1.3%	i	0.2%	1.5%	.	-2.7%	4.0%	3.3	6.9%
16	Cc1cccc(C)c1OCC(=O)Nc1ccccc1C(F)(F)F	0.8%	i	-0.8%	-1.4%	i	-0.8%	-1.4%	-37.6*	5.8%
17	O=C(/C=C/c1ccc(Cl)cc1)NCc1ccncc1	0.5%	i	-0.1%	-1.8%	i	1.3%	0.1%	0.5	?
18	COc1ccc(NC(=O)CN(C)S(=O)(=O)c2ccc3c(c2)CC(C)N3C(C)=O)c(OC)c1 (stereo unspecified)	0.6%	i	0.2%	-0.6%	i	1.4%	4.5%	0.8	-14.4%
19	Cc1ccc(NC(=O)CCn2cnc3ccccc3c2=O)cc1	-0.4%	i	3.0%	13.9%	i	0.7%	-0.6%	-1.1	0.2%
20	CC(C)(C)n1nnnc1C(c1cccnc1)N(Cc1ccccc1)Cc1ccco1 (stereo unspecified)	-2.8%	i	8.3%	-5.5%	i	-5.1%	-31.0%	-2.6	11.3%
21	CCOC(=O)c1[nH]c2ccc(OC)cc2c1NC(=O)CCN1CCSCC1	-2.8%	i	0.6%	0.6%	i	15.2%	-53.1%	-0.2	-6.5%
22	CCn1c(=O)c(C(=O)Nn2c(C)nc3ccccc3c2=O)c(O)c2ccccc21	-1.0%	i	0.0%	-4.6%	i	-17.7%	-0.4%	-0.4	?
23	CSCC[C@H](NC(=O)Cc1c(C)c2cc3c4c(oc3cc2oc1=O)CCCC4)C(=O)O	-5.1%	i	-1.0%	6.2%	i	-1.7%	0.4%	0.5	1.6%
24	CN1CCN(CC#Cc2ccccc2)CC1CCO (stereo unspecified)	0.7%	i	-0.2%	1.5%	i	-1.0%	-9.7%	-0.9	0.3%
25	O=C(NCCN1C(=O)S/C(=C\c2ccccc2)C1=O)C1CCN(S(=O)(=O)c2cccs2)CC1	0.7%	i	-0.5%	?	i	-1.4%	0.7%	0.4	1.4%

item	Molecule	MmCpn inh	S2 tox	Nrf2 activator	TGFb SMAD3 inh	pAkt inh	A549 tox	HepG2 viability	CCT chaperon mod	Nrf2 block
26	COc1cccc(N(C(=O)CCl)C(C(=O)NCCc2ccccc2)c2cccs2)c1 (stereo unspecified)	-1.3%	31.6µM*	?	12.6µM*	i	-15.1%	-106.4%	0.0	-26.9%
27	COC(=O)c1ccc(N=c2sc(C(=O)OC)cc(=O)n2C)cc1	-0.6%	i	-0.8%	1.7%	i	0.9%	-13.1%	-0.2	-5.4%
28	C=CCc1cccc(/C=N/NC(=O)C(=O)Nc2ccc(C)cc2)c1O	2.5%	.	2.2%	1.7%	i	5.4%	-19.6%	-0.1	2.8%
29	Cn1nccc1C(=O)Oc1cccc(/C=N/NC(=O)c2ccccc2O)c1	2.3%	i	2.4%	-1.5%	i	4.0%	-22.9%	-2.0	-13.1%
30	CCOc1ccc2c(ccc(/C=C/c3cc(C)c4cccnc4c3O)[n+]2C)c1	.	7.52µM*	-1.9%	7.08µM*	i	?	-103.5%	-0.2	?
31	O=S(=O)(NCCOc1cccc2cccnc12)c1ccc(F)cc1	0.6%	i	-0.7%	-15.5%	i	-9.5%	-0.7%	-0.3	?
32	Cc1ccc(NC(=O)NCC2CCN(Cc3cccc(Cl)c3)CC2)c(Cl)c1	-3.2%	i	0.0%	-23.9%	i	6.7%	-16.5%	0.6	4.4%
33	COc1ccc(-c2cn3c(C)c(C(=O)Nc4ccncc4)sc3n2)cc1	44.7µM*	i	4.7%	-11.2%	i	-1.8%	-11.7%	-2.6	?
34	CCCc1c(C)nc2c(Br)cccc2c1Cl	-3.5%	i	-0.2%	-2.3%	i	-3.9%	22.1%	-2.1	-2.3%
35	CC(CCc1ccccc1)NC(=O)C(C)OC(=O)c1ccco1 (stereo unspecified)	-1.7%	i	-0.3%	-5.4%	i	-6.0%	0.3%	0.2	7.6%
36	CN(CC(=O)NNC(=O)CNC(=O)c1cccs1)S(=O)(=O)c1ccc(Cl)cc1	-16.7%	i	-0.1%	3.2%	i	1.8%	5.4%	-1.2	4.4%
37	COc1ccc(C=C2C=C(C(C)(C)C)C(=O)C(C(C)(C)C)=C2)cc1OC	-0.3%	i	?	?	i	-1.7%	-49.0%	-3.1	11.3%
38	Cc1ccc2[nH]c(=O)c(CN(CC3CCCO3)S(=O)(=O)c3c(C)ccc4nsnc34)cc2c1 (stereo unspecified)	-0.6%	i	-1.0%	-5.4%	.	-6.3%	2.5%	0.0	.
39	COC(=O)c1ccc(CN2CCCCC2)cc1	2.2%	i	0.2%	30.1%[activator]	i	-8.4%	11.5%	2.0	?
40	COC[C@H]1CCCN1c1ccc2c(c1)O[C@@H](COCc1ccccc1)CN([C@H](C)c1ccccc1)S2(=O)=O	.	i	-0.1%	.	i	.	.	-0.9	.
41	COc1cc(C2CC(=O)c3cnc(N4CCN(Cc5ccccc5)CC4)nc3C2)cc(OC)c1OC (stereo unspecified)	-26.1%	i	0.0%	-10.4%	i	?	-7.8%	1.0	?
42	COc1ccc(NC(=O)c2cc(-c3cccc(OC)c3)on2)cc1	0.0%	i	0.1%	-5.6%	i	-0.5%	-2.2%	0.2	7.1%
43	CC(=O)c1ccc(OCC(O)COc2ccc(C(C)=O)cc2)cc1	1.4%	i	-0.2%	2.1%	i	3.2%	1.4%	2.1	0.9%
44	COc1ccc(NC(C)=O)cc1CP(=O)(c1ccccc1)c1ccccc1	-1.8%	i	0.1%	-7.8%	i	3.1%	-21.2%	-1.7	4.0%
45	CCOC(=O)N1CCC(NC(=O)C2=CCN(S(=O)(=O)c3ccccc3)CC2)CC1	-0.4%	i	-0.2%	1.2%	i	-0.5%	-0.9%	1.1	-27.4%
46	CCC(C)n1c(SCC(=O)Nc2cc(C)on2)nc2ccccc2c1=O (stereo unspecified)	0.9%	i	0.1%	2.5%	i	-3.6%	-1.9%	-2.0	-13.2%
47	CC(Oc1ccccc1)C(=O)N=C1SC2CS(=O)(=O)CC2N1Cc1ccccc1 (stereo unspecified)	-3.2%	i	-1.2%	2.4%	i	7.1%	0.1%	0.2	4.4%
48	COc1ccc(-c2nc3c(C)cc(Br)cn3c2Cc2ccccc2)cc1OC	.	i	14.0%	?	i	.	-22.7%	2.7	.
49	COC(=O)c1sccc1S(=O)(=O)Nc1ccc(N2CCCCC2)cc1	-0.8%	?	0.1%	13.8%	i	-3.8%	4.0%	1.0	-28.9%
50	COc1cccc(-c2ccc(NC(=O)C3CCCN(Cc4cnc(N(C)C)s4)C3)cc2)c1 (stereo unspecified)	-1.1%	i	14.4%	?	i	-1.1%	-38.8%	-1.1	-1.6%
51	COc1ccccc1/C=C/C(=O)OCC(=O)Nc1ccc2c(c1)OCCO2	1.6%	?	-1.1%	25.3%	i	-0.3%	5.5%	2.2	6.7%
52	O=C(NCC1COCCO1)c1ccc2nc(Cc3cccc(Cl)c3)oc2c1 (stereo unspecified)	0.7%	i	0.3%	-21.3%	i	3.1%	-15.2%	-0.5	?
53	COc1ccc(-n2ncc(C(C)NS(=O)(=O)c3ccc(C)s3)c2C)cc1 (stereo unspecified)	1.9%	i	2.0%	-15.2%	i	-10.6%	3.6%	0.5	-15.3%
